From PubChem BioAssay
UBC13 polyUb: UBC13 polyubiquitin chain formation inhibitors, primary screen, biochemical, TR-FRET, uHTS; Ubiquitin-conjugating enzyme E2 N (Homo sapiens), P61088; inhibition, % at 20 µM; 0.47% of 330,000 active; AID 485273, 2010; in the data active = inhibition above about 45%, passing the limit was not always enough
SENP8 block-1: SENP8 protease inhibitors, primary screen, biochemical, luminescence; Sentrin-specific protease 8 (Homo sapiens), Q96LD8; purified SENP8, Z-RLRGG-aminoluciferin cleavage; inhibition, % at 10 µM; 1.2% of 330,000 active; AID 2540, 2010; in the data active = inhibition above about 50%
SENP8 block-2: human SENP8 protease inhibitors, primary screen, biochemical, fluorescence, Nedd8 protein substrate, uHTS | Sentrin-specific protease 8 (Homo sapiens), Q96LD8 | recombinant SENP8 | inhibition, % at 20 µM | 0.64% of 360,000 active | AID 602440, 2012; in the data active = inhibition mostly above about 40%, no sharp cut-off; inactive = mostly below about 27%
Apaf-1 inh: inhibitors of human Apaf-1 apoptosome, primary screen, biochemical, DEVD-Rh110 fluorescence, uHTS | AID 489030, 2010 | Apoptotic protease-activating factor 1 (Homo sapiens), O14727 | reconstituted apoptosome caspase-3 activity | 0.71% of 330,000 active | inhibition, % at 20 µM; active = inhibition of at least 40% at 20 µM;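 also: plate controls were DMSO wells for no effect and DEVD-CHO caspase inhibitor wells for full effect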
Target sequence (O14727 whole entry, looked up): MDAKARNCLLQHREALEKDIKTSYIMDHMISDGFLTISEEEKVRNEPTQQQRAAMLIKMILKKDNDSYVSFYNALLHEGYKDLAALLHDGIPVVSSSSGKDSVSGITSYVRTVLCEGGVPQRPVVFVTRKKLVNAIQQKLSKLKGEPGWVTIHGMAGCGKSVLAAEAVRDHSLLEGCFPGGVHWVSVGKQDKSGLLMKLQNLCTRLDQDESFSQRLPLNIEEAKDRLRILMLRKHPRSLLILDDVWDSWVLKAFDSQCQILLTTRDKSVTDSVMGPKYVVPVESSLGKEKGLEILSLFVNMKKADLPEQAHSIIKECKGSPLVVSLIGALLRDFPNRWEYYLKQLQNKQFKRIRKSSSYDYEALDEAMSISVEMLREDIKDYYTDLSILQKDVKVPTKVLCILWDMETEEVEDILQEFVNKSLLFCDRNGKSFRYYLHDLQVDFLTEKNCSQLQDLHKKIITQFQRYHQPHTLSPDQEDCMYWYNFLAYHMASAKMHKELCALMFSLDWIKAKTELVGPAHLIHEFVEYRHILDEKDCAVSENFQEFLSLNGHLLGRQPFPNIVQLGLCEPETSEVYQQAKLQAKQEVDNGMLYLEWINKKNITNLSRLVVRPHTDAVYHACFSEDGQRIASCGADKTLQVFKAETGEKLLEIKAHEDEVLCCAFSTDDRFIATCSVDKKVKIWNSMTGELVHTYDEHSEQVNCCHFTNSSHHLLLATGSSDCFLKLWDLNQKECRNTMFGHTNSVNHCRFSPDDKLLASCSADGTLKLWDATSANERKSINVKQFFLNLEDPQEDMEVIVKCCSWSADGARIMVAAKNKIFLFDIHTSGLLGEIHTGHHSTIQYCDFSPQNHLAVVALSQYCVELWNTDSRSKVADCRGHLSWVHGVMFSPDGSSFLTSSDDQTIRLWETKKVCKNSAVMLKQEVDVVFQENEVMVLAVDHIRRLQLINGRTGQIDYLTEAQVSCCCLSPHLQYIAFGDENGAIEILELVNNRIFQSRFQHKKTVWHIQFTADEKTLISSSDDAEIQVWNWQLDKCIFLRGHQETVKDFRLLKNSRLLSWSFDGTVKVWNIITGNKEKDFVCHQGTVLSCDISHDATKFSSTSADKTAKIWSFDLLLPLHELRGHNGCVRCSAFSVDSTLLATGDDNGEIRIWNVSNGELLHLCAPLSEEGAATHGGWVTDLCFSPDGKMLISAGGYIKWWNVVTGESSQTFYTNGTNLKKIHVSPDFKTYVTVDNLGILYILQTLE
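System: reconstituted apoptosome with Apaf-1, cytochrome c, caspase-9, procaspase-3, dATP; Signal: Rh110 fluorescence intensity; Schedule: 30 min compound preincubation, 50 min activation, room temperature; Reagent: cytochrome c trigger plus (Z-DEVD)2-Rh110 caspase-3 substrate.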
SENP1 FRET inh: human SENP1 catalytic domain inhibitors, primary screen, biochemical, FRET, uHTS; Sentrin-specific protease 1 (Homo sapiens), Q9P0U3; recombinant SENP1 catalytic domain, CyPet-SUMO1-YPet FRET cleavage; 0.21% of 360,000 active; AID 624204, 2012; inhibition, % at 10 µM;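 active = inhibition at least 30% at 10 µM, raw YFP signal under a set limit, fluorescence ratio 0.5 to 1.5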;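 also: 0% = enzyme with DMSO and 100% = no enzyme wells; some results filed as inactive read as strong as hits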
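Controls: no-enzyme wells low, DMSO-plus-enzyme wells high control. Test system: human recombinant His6-tagged SENP1 catalytic domain enzyme. Reagent: SFCypet-SUMO1-SFYpet FRET protein substrate, 25 nM final. Doses: one dose per compound, 10 µM, 0.5% DMSO. Detection: FRET, CFP and YFP emission. Timing: 50 min reaction at room temperature.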
SENP7 inh: SENP7 protease inhibitors, primary screen, biochemical, luminescence, uHTS; Sentrin-specific protease 7 (Homo sapiens), Q9BQF6; recombinant SENP7, Z-RLRGG-aminoluciferin luminescence, 40 min; inhibition, % at 5 µM; 1.5% of 330,000 active;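 active = inhibition above about 50% at the single test dose, limit read from the data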;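 also: plate controls were DMSO with enzyme for no effect and no enzyme buffer wells for full effect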
SENP6 inh: SENP6 protease inhibitors, primary screen, biochemical, luminescence, uHTS. Sentrin-specific protease 6 (Homo sapiens), Q9GZR1. Recombinant SENP6 catalytic domain, aminoluciferin luminescence. inhibition, % at 10 µM. 1.8% of 330,000 active. AID 2599, 2010;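 active = inhibition above about 50% at the single tested dose, limit read from the data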;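 also: plate controls were DMSO wells with enzyme for no effect and DMSO wells lacking enzyme for full effect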
A3G deaminase: APOBEC3G DNA deaminase inhibitors, primary screen, biochemical, fluorescence, single-stranded DNA substrate, uHTS; recombinant A3G, ssDNA deamination FAM/TAMRA fluorescence; inhibition, % at 20 µM; DNA dC->dU-editing enzyme APOBEC-3G (Homo sapiens), Q9HC16; 0.28% of 330,000 active; AID 493012, 2011;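 active = inhibition of at least 40% at 20 µM, with no more than 30% in the related APOBEC3A deaminase screen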;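 also: plate controls were DMSO wells with A3G for no effect and wells lacking A3G enzyme for full effect; some compounds called inactive have numbers as strong as hits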
* marks the source's active call; other numbers are inactive results; i = inactive.

entry	SMILES	UBC13 polyUb	SENP8 block-1	SENP8 block-2	Apaf-1 inh	SENP1 FRET inh	SENP7 inh	SENP6 inh	A3G deaminase
1	COc1ccc(NC(=O)CN2CCC(NC(=O)c3ccc(OC)cc3)CC2)cc1	4.4	0.7	4.6	-7.3	2.1	8.6	0.3	-6.9
2	CCC(=O)NC(c1ccccc1Cl)c1c(O)ccc2ccccc12 (stereo unspecified)	1.1	-2.8	-35.0	12.7	1.5	5.8	-8.1	-2.8
3	CC(C)(C)NCc1ccccc1OCc1cccs1	-0.8	-3.1	0.2	-11.9	1.5	3.0	-1.7	-0.6
4	COc1ccc(Nc2ncc3c(n2)CC(c2ccc(C)cc2)CC3=O)cc1 (stereo unspecified)	0.7	-7.7	-77.0	13.4	0.2	4.6	-7.6	-2.1
5	COC(=O)c1ccc(CC(=O)c2nc3ccccc3s2)cc1	2.7	78.6*	29.9	-0.5	1.3	4.1	91.5*	-7.0
6	CC1CCN(S(=O)(=O)c2ccc(NC(=O)Cc3ccccc3)cc2)CC1	6.2	-5.5	9.5	10.9	-0.6	4.9	6.2	-0.1
7	COc1ccc(-n2ncc3c(NCc4cccs4)ncnc32)cc1	9.8	1.0	-191.7	0.3	1.2	1.6	9.4	0.8
8	Cc1ccc(C(=O)NCC(=O)OCC(=O)NCCNC(=O)COC(=O)CNC(=O)c2ccc(C)cc2)cc1	1.1	12.1	7.2	1.7	2.2	1.0	-9.3	-4.9
9	COc1ccccc1NC(=O)/C(=C/c1cccs1)NC(=O)c1ccco1	-1.8	7.2	14.1	-16.9	1.5	2.7	5.5	-6.5
10	CCCOc1ccc(C2C(C(=O)c3cc4ccccc4o3)=C(O)C(=O)N2c2cc(C)on2)cc1OC (stereo unspecified)	-31.1	-0.3	-74.3	19.3	-91.0	-7.0	4.7	-3.4
11	CC(=O)c1cccc(NC(=O)Nc2cccs2)c1	1.8	3.6	5.6	-1.2	-5.6	6.1	10.2	-5.6
12	CCN1CCN(CCCNC(=O)CN2C(=O)c3cccnc3Oc3ccc(Cl)cc32)CC1	0.3	-7.0	11.9	9.4	1.5	-13.7	5.0	-9.1
13	CC(C)(C)OC(=O)N1CCC(c2c(C(=O)NCC3CCN(C4CCCC4)C3)cnn2-c2ccccc2)CC1 (stereo unspecified)	11.6	1.4	17.1	12.7	-6.7	-7.0	4.7	-0.7
14	CCn1nc([N+](=O)[O-])c(C(C#N)c2nc3cc(C(F)(F)F)ccc3s2)c(Cl)c1=O (stereo unspecified)	-143.7	15.4	24.3	6.7	-8.8	9.9	21.0	6.3
15	C=CCN1C(=O)C2(/C(=C(\O)c3ccc4c(c3)OCCO4)C(=O)C(=O)N2CCCOC)c2ccccc21 (stereo unspecified)	-8.5	2.1	8.4	13.2	2.2	-5.2	3.8	-6.5
16	COc1ccc2c(C(=O)CN3CCSCC3)c[nH]c2c1	5.1	-1.5	10.6	-11.3	-9.7	-0.8	6.7	-2.4
17	O=C(CCN1CCN(c2ccccc2F)CC1)Nc1ccccc1Cl	-2.0	-9.6	19.5	7.1	1.4	-4.9	-15.5	-6.6
18	Cc1c(NC2(C#N)CCCCC2)c(=O)n(-c2ccccc2)n1C	6.1	2.6	25.2	-4.8	2.3	-6.3	-11.9	-4.3
19	Brc1ccc(Nc2nc(-c3cccnc3)cs2)cc1	12.3	-10.6	2.0	-5.4	2.0	8.3	-3.7	-7.4
20	C=CCNC(=O)CN1CCC(c2nc3ccccc3[nH]2)CC1	0.5	2.0	9.9	-10.7	-0.2	-0.5	-24.3	9.2
21	Cc1cccc(NC(=O)CNC(=O)c2ccc3nc[nH]c3c2)c1C	-0.2	-4.9	4.3	13.3	-4.1	-8.2	-13.3	6.0
22	CCOc1ccc(/C=N/N2CCN(Cc3ccccc3)CC2)cc1	5.4	-5.1	5.1	3.6	0.0	-9.9	13.1	-3.2
23	CCc1c(C2(O)CCCCC2)[nH]c2ccc(C(F)(F)F)cc12	21.7	-5.4	-3.6	26.9	-0.9	-1.0	-11.3	-2.9
24	CCN(Cc1ccccc1)S(=O)(=O)c1cc(C(=O)NC2CCCCCC2)ccc1OC	10.5	4.5	7.8	8.6	2.1	2.8	10.9	-2.8
25	Cc1cc2oc(=O)cc(CSc3nnc(C)n3N)c2cc1C(C)C	-1.0	-4.1	-10.4	-17.4	-1.3	3.0	12.0	-9.1
26	CCc1ccc(N(C(=O)c2csnn2)C(C(=O)NC(C)(C)CC)c2ccccn2)cc1 (stereo unspecified)	-7.2	-9.2	5.1	4.1	1.0	-8.5	-29.5	-7.0
27	CC(C)c1ccc(CNc2ccc(N3CCOCC3)cc2)cc1	-11.8	4.3	-120.1	36.3	0.9	-1.4	-7.2	-4.3
28	O=C(CSc1ncn[nH]1)N1CCN(S(=O)(=O)c2ccccc2)CC1	4.6	2.0	10.9	-8.8	0.9	-3.6	-22.2	-4.2
29	C=CCn1cnc2c(oc3ccccc32)c1=O	-0.9	-0.9	0.5	0.1	-2.1	2.2	-2.9	-8.6
30	COc1ccc(NC(=O)N2C3CCCC2CC(NC(=O)c2ccccc2)C3)cc1 (stereo unspecified)	-3.5	3.5	6.0	3.0	-0.6	-1.0	-23.4	-10.9
31	CCOC(=O)C(=CNc1cscc1S(=O)(=O)C(C)C)C(=O)OCC	-1.9	-1.1	-20.9	-16.9	-3.2	-0.8	-13.8	-8.6
32	CC1CCN(S(=O)(=O)c2ccc(C(=O)Nc3ccccc3-c3nc4ccccc4[nH]3)cc2)CC1	-8.5	3.2	-58.6	-12.4	-0.6	0.3	-11.7	-5.8
33	CCc1ccccc1Nc1nn2c(=O)c3ccc(C(=O)NCc4ccccn4)cc3nc2s1	7.1	-6.7	-292.5	6.6	-5.1	2.4	-20.6	-6.1
34	Cn1c(CSc2nc3ccccc3s2)nnc1SCC(=O)NCc1ccccn1	-2.5	-14.4	4.0	3.7	2.1	-9.6	-7.8	-5.0
35	N#Cc1ccccc1OCC(=O)OCC(=O)N1CCCC1	3.5	-2.9	16.9	-110.1	3.8	3.7	-19.7	-0.9
36	CCCCNC(=O)NS(=O)(=O)c1ccc(NC(=O)CCC(=O)c2cccs2)cc1	-1.0	-11.0	10.2	3.1	-0.5	-4.8	2.7	-6.5
37	NS(=O)(=O)c1ccc(CCNC(=O)c2cccc([N+](=O)[O-])c2)cc1	1.6	-0.9	1.8	-5.1	1.0	-7.8	-23.7	-4.0
38	O=c1[nH]nc(-c2ccc(F)cc2)cc1Cc1cccs1	4.6	-10.1	-0.4	6.0	-0.9	5.8	-4.2	7.7
39	CN(CC(=O)Nc1ccc(N2CCOCC2)cc1)C(=O)c1cc2c(s1)CCCC2	3.4	-4.0	7.3	11.3	-9.7	2.2	14.8	5.2
40	COC(=O)c1ccc(CNC(=O)c2coc3ccccc3c2=O)cc1	4.5	-5.5	15.7	0.3	0.7	2.4	-1.7	-2.4
41	CCCCCCCCCCC[C@@H](C[C@@H]1OC(=O)[C@H]1CCCCCC)OC(=O)[C@H](CC(C)C)NC=O	-3.6	-53.3	4.0	14.4	4.3	9.6	-33.4	12.6
42	CN1CCN(S(=O)(=O)c2ccc(NN)nc2)CC1	-6.8	6.9	-143.1	-7.6	-8.3	-9.4	4.9	-8.1
43	CCOc1ccccc1NC(=O)C(CC)Sc1nc2ccsc2c(=O)n1CCC(=O)O (stereo unspecified)	1.6	-15.7	20.5	5.5	0.6	-13.7	-22.8	-4.4
44	CN(CC(O)COCc1ccccc1F)C1CCCCC1 (stereo unspecified)	-12.9	-6.4	23.1	-11.5	-0.5	2.6	-12.3	6.1
45	O=[n+]1cc(-c2ccc(Cl)cc2)n([O-])c2c1CCC2	2.5	-3.6	7.9	-25.8	-1.4	-1.1	-5.2	-5.1
46	C[C@@H]1CN(C(=O)c2cc(COc3cccc(C(F)(F)F)c3)on2)C[C@H](C)O1	1.9	-12.5	4.2	19.5	1.5	-10.7	10.8	-0.9
47	O=C(Cn1c(SCC(=O)N2CCc3ccccc32)nc2ccccc21)NC1CCCC1	-2.0	-6.8	24.1	4.6	-0.7	-3.2	3.7	0.2
48	COC(=O)c1c(NC(=O)C(C)C)sc2c1CCN(Cc1ccccc1)C2	-0.2	-6.4	-36.6	8.1	-95.6	8.0	-4.4	-7.5
49	O=C(COC(=O)c1cccc(C(=O)OCC(=O)c2ccc(Br)cc2)n1)c1ccc(Br)cc1	-10.1	-9.2	31.0	-0.7	1.7	-13.7	-8.8	-3.7
50	COc1ccccc1NC(=O)CSc1ncnc2c1oc1ccccc12	-14.7	-0.1	15.7	18.2	1.8	3.0	-0.9	1.2
51	CN(C)C=Nc1ncc2c3ccccc3n(Cc3ccccc3)c2c1C#N	10.6	-3.2	i	17.9	-1.6	-13.1	-7.6	-3.3
52	c1csc(-c2nn3cnnc3c3ccccc23)c1	-7.5	8.2	-6.4	-9.9	1.0	-31.8	1.8	-9.5
53	ON(Cc1c(F)cccc1Cl)Cc1c(F)cccc1Cl	2.5	2.6	28.8	4.3	-1.5	-1.5	-18.4	4.3
54	O=C(O)CC1C(=O)NCCN1Cc1ccc(F)c(F)c1 (stereo unspecified)	3.0	0.2	15.0	1.9	0.1	0.9	1.2	-4.7
55	Cc1nc2c(C(=O)NCc3ccc4c(c3)OCO4)c[nH]n2c(=O)c1Cl	-10.5	-8.0	-56.6	-1.2	-0.5	-1.3	8.4	-4.0
56	O=C(Nc1ccccc1C(F)(F)F)NC1CCCCCCC1	12.3	-0.3	11.3	-21.3	2.2	4.5	10.8	-4.7
57	CC(=O)OC(CC(=O)O)C[N+](C)(C)C (stereo unspecified)	-0.6	1.8	7.9	-4.6	0.9	5.9	-2.6	0.5
58	CCOCCCNC(=O)CNC(=S)N(Cc1ccc(C)cc1)Cc1ccco1	17.5	-0.3	-7.5	3.3	-7.5	1.2	20.2	-0.3
59	CN(C(=O)c1cc2nc(-c3ccco3)cc(C(F)(F)F)n2n1)C1CCCCC1	8.1	1.0	-278.1	-2.6	-22.9	6.5	-6.7	-4.7
60	Cc1nc2ccc(NS(=O)(=O)c3ccc(F)c(F)c3)cc2s1	8.8	3.9	0.7	-3.0	54.0*	4.8	3.9	-5.0
61	COc1cc(NS(=O)(=O)c2ccc(NC(=O)/C=C/C(=O)O)cc2)nc(OC)n1	-8.3	-2.4	14.5	10.2	2.4	-15.9	-23.2	-2.6

Some values from the entries so far.
`CN(C)C=Nc1ncc2c3ccccc3n(Cc3ccccc3)c2c1C#N` in Apaf-1 inh is listed with 17.9
`CC(C)c1ccc(CNc2ccc(N3CCOCC3)cc2)cc1` in SENP8 block-2 is listed with -120.1
`O=c1[nH]nc(-c2ccc(F)cc2)cc1Cc1cccs1` in UBC13 polyUb is listed with 4.6
